Assay outcomes (PubChem BioAssay)
CHT block = inhibitors of human choline transporter CHT. High affinity choline transporter 1 (Homo sapiens), Q9GZV3. CHT-expressing cells, membrane potential dye, choline response; active compounds read low. B-score at 10 µM. actives 0.86% (n = 310,000);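 active means B-score over 3 SD under the library average, and starting fluorescence ratio not unusually high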;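 further: choline stimulus applied at its EC90 after an EC20 pre-addition; B-score computed on integrated fluorescence ratio after choline addition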
Target sequence (Q9GZV3 whole entry, looked up): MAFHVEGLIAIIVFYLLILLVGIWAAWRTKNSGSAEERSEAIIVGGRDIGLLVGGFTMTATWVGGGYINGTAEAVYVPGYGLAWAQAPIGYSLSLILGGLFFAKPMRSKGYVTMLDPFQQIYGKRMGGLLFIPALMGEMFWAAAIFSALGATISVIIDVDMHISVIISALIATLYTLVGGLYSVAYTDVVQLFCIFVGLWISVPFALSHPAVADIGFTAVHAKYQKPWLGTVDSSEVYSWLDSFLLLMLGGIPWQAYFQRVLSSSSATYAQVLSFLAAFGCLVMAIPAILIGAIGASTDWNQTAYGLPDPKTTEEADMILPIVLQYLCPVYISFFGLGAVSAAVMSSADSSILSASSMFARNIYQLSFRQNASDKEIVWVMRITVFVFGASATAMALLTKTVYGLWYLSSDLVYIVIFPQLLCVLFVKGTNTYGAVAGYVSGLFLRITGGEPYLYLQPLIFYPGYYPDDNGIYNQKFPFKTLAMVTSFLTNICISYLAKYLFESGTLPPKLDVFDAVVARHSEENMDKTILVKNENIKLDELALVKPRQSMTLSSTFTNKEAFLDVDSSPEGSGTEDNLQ
STK33 kinase inh = inhibitors of purified STK33 kinase, primary screen, biochemical, ADP-Glo luminescence, homogeneous, cell-free. actives 0.073% (n = 320,000). Serine/threonine-protein kinase 33 (Homo sapiens), Q9BYT3. AID 2661, 2010. inhibition, % at 10 µM. MBP phosphorylation;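 active means inhibition at or above 25%, using the most active replicate where run in duplicate; inactive means inhibition below 25%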
Target sequence (Q9BYT3 whole entry, looked up): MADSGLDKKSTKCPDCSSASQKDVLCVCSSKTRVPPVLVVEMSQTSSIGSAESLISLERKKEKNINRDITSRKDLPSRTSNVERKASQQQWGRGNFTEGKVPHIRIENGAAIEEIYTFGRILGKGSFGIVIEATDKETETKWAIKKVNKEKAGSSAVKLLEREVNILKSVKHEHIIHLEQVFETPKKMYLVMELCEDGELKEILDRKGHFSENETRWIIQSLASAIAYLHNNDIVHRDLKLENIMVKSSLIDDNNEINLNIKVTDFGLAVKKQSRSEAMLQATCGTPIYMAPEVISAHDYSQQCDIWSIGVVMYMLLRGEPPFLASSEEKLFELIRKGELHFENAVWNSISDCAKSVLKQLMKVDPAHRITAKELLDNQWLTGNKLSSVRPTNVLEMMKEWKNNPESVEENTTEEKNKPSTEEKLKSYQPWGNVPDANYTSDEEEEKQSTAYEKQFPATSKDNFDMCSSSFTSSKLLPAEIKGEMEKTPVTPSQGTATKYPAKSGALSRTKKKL
CHT allo act = CHT positive allosteric modulators, primary screen, cell-based, membrane potential dye, choline EC20; High affinity choline transporter 1 (Homo sapiens), Q9GZV3; CHT-expressing cells; active compounds read high; LV-AA mutant CHT in HEK293 cells; B-score at 10 µM; actives 0.49% (n = 310,000); AID 488977, 2010;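 active means initial fluorescence not abnormally high and integrated response B-score, plate-corrected, over 3 SD above library mean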
Starred values were filed as active, the others as inactive; i = inactive; nt = not tested or not shown; & = joins results of further samples.

Start of the listing, in advance, 4 compounds:
SMILES | CHT block | STK33 kinase inh | CHT allo act
CCOC(=O)c1ccc(Oc2nc(OC)cc(OC)n2)cc1 | i | -1.5 | i
COc1ccc(C2=NN(S(C)(=O)=O)C(c3cccs3)C2)cc1OC (stereo not given) | i | 0.8 | i
CSc1sc(C(=O)NCC2CC2)cc1S(=O)(=O)C(C)C | i | 0.3 | i
Cc1ccc(/C=C/C(=O)N2CCc3ccccc3C2)cc1 | i | -0.6 | i

The list itself, from the first entry:
SMILES | CHT block | STK33 kinase inh | CHT allo act
CCOC(=O)c1ccc(Oc2nc(OC)cc(OC)n2)cc1 | i | -1.5 | i
COc1ccc(C2=NN(S(C)(=O)=O)C(c3cccs3)C2)cc1OC (stereo not given) | i | 0.8 | i
CSc1sc(C(=O)NCC2CC2)cc1S(=O)(=O)C(C)C | i | 0.3 | i
Cc1ccc(/C=C/C(=O)N2CCc3ccccc3C2)cc1 | i | -0.6 | i
CN(C)CCN(Cc1ccccc1)c1ccnc(N(C)C)c1C#N | i | -1.3 | i
O=S1(=O)NC(=NC2CCCCCC2)c2ccccc21 | i | -0.1 | i
CCOc1cc(S(=O)(=O)NC2CCCC2)ccc1Cl | i | -0.5 | i
C#CC(CC)(CC)NC(=S)Nc1ccc(S(N)(=O)=O)cc1 | i | 1.3 | i
O=C(c1ccco1)N(Cc1cccs1)C1CCS(=O)(=O)C1 (stereo not given) | i | -1.8 | i
COc1ccc(NC(=O)CCCC2=NS(=O)(=O)c3ccccc3N2)cc1 | i | 0.1 | i
COc1ccc(NC(=O)Nc2ccc3nccnc3c2)cc1 | i | -2.1 | i
COc1ccc(-n2ccn(CC(=O)Nc3ccc(OC)cc3OC)c(=O)c2=O)cc1 | i | -0.7 | i
Cc1cccc(C(=O)Nc2cccc(-c3cnc4ccccc4n3)c2)c1 | i | 5.5 | i
COc1ccc(C2C(C(C)=O)=C(O)C(=O)N2Cc2cccnc2)cc1 (stereo not given) | i | -1.6 | i
CCOC(=O)c1ccc(NC(=O)NCc2ccc(OC)cc2)cc1 | i | nt | i
COc1ccc(/C=C2/CCc3ccccc3C2=O)cc1CN1CCOCC1 | i | nt | i
O=C(Cc1cccc(F)c1)Nc1ccc2c(c1)CCC2 | i | -0.3 | i
CC(=O)Cn1c(=O)oc2ccccc21 | i | -1.0 | i
CC(C)CN(C(=O)COc1ccc(-c2nnco2)cc1)C1CCS(=O)(=O)C1 (stereo not given) | i | 0.0 | i
CCn1nc2cc(C(=O)NCCc3cccs3)ccc2c1OC | i | 0.8 | i
O=C(c1ccc(Cl)cc1)n1c(NCc2ccccc2)n[nH]c1=S | i | -0.1 | i
CC1Cc2nc(SCC(=O)NCc3ccco3)n(Cc3ccccc3)c(=O)c2S1 (stereo not given) | i | -0.4 | i
CN(CC(=O)Nc1ccc(S(=O)(=O)N2CCCC2)cc1)Cc1ccc(Cl)cc1 | i | 0.4 | i
O=C1c2cccc3c([N+](=O)[O-])ccc(c23)C(=O)N1c1ccccn1 | i | 1.1 | i
O=C(NCc1ccc2c(c1)OCO2)C1Cc2ccccc2CN1C(=O)c1ccco1 (stereo not given) | i | 0.1 | i

Continuation.
SMILES | CHT block | STK33 kinase inh | CHT allo act
CCN(CC)c1ccc2c(C)c(Cl)c(=O)oc2c1 | i | 1.7 | i
O=C(CN1CCOCC1)OCCCC1CCCCC1 | i | -1.1 | i
CCCCNc1c(N)n(CCC)c(=O)[nH]c1=O | i | 1.4 | i
CCCCC(=O)Nc1nnc(CCOC)s1 | i | -1.8 | i
Cn1c(SCC(=O)Nc2nccs2)nnc1-c1ccncc1 | i | 1.3 | i
CCOC(=O)c1c(C)n(C)c2ccc(OC)c(NC(=O)CN3CCCCC3)c12 | i | -0.7 | i
COc1cccc(-n2c(C)nn(C)c2=O)c1 | i | 0.2 | i
CCOC(=O)c1cc(-c2ccccc2)sc1NC(=O)CC(C)C | i | -1.0 | i
O=C1CC(c2ccccc2)CC(O)=C1C=Nc1ccccc1 (stereo not given) | i | -1.5 | i
CCOc1ccccc1CN1CCC(Oc2cccc(C(=O)NCCOC)c2)CC1 | i | 1.1 | i
Cc1cnc(C(=O)N2CCN(S(=O)(=O)c3ccc4ccccc4c3)CC2)cn1 | i | -1.9 | i
O=C1CN(C(=O)COC(=O)COc2ccc3c(c2)CCC3)c2ccccc2N1 | i | -0.2 | i
COc1ccc(Br)c(C(=O)NC2CCCC2)c1 | i | 0.1 | i
Cc1cc(NC(=O)c2cc3ncc(Br)cn3n2)no1 | i | -1.6 | i
CC(=O)Nc1ccc(NC(=O)/C=C/c2ccc3c(c2)OCO3)cc1 | i | -0.6 | i
O=C(CNC(=O)c1ccccc1F)OC(C(=O)Nc1cc(C(F)(F)F)ccc1Cl)c1ccccc1 (stereo not given) | i | -0.5 | i
COc1ccccc1NC1=NCC(=O)N1Cc1ccccc1 | i | -0.3 | i
CC(=O)c1ccccc1C(=O)N1CCCC(N2CCN(Cc3ccc4c(c3)OCO4)CC2)C1 (stereo not given) | i | -0.6 | i
O=C(NNc1cccc(Cl)n1)Nc1cccc(Cl)c1 | i | -1.2 | i
Cc1cc(C(=O)N/N=C/c2ccc(-c3cccc(Br)c3)o2)n[nH]1 | i | 0.1 | i
COCCNc1nc(-c2ccc(OC)cc2)c(-c2ccc(OC)cc2)s1 | i | 0.0 | i
CCCC(c1nnnn1Cc1cccs1)N1CCN(c2ccc(OC)cc2)CC1 (stereo not given) | i | -2.0 | i
CCOC(=O)Cc1csc(NC(=O)Nc2ccc(Cl)cc2)n1 | i | 11 | i
CC1CCCCC1NC(=O)C1CCCN(S(=O)(=O)c2ccc(-n3cnnn3)cc2)C1 (stereo not given) | -9.5* | 0.2 | i
CC1(C)CC(=O)C/C(=N/NC(=O)CCCOc2ccc(Cl)cc2Cl)C1 | i | -0.5 | i

The list continues:
SMILES | CHT block | STK33 kinase inh | CHT allo act
Cn1cc(C(=O)N/N=C/C(Br)=C\c2ccccc2)ccc1=O | i | 1.1 | i
CCc1cccc2c(C(=O)COC(=O)c3nccnc3N)c[nH]c12 | i | 2.1 | i
COc1cc(Br)cc(/C=N/c2ncn[nH]2)c1O | i | -41 | i
O=C(O)c1ccccc1Cc1nc2cc(Cl)ccc2c(=O)[nH]1 | i | 1.0 | i
Nc1nc2n(c1C(=O)c1ccccc1)CCC2 | i | 0.2 | i
O=C(COC(=O)c1cc2ccccc2oc1=O)Nc1cccc(Br)c1 | i | -0.7 | i
O=C(CNC(=O)c1ccccc1Br)N/N=C/c1ccco1 | i | -1.6 | i
O=C(c1ccc(Oc2cc(Cl)cc(Cl)c2)o1)N1CCCCC1 | i | -0.6 | i
O=C(COC(=O)c1ccccn1)NCc1ccccc1 | i | -1.9 | i
Cc1nc(-c2ccccc2)sc1C1(C)CC(c2cccc([N+](=O)[O-])c2)=NO1 (stereo not given) | i | 1.2 | i
CCCOc1ccc(C2CC(=O)NC2=O)cc1 (stereo not given) | i | -0.5 | i
COc1ccc(CN2CCCC(C(=O)Nc3cccc(-n4cnnn4)c3)C2)c(C)c1C (stereo not given) | i | -1.8 | i
O=S(=O)(Nc1nc(-c2ccccc2)cs1)c1cc(Cl)ccc1Cl | i | -1.5 | i
Cc1c(NC(=O)c2ccccc2F)c(=O)n(-c2ccccc2)n1C | i | -0.1 | i
Cc1csc(NC(=O)CCSCCc2ccccn2)n1 | i | -0.1 | i
O=[N+]([O-])c1cccc(S(=O)(=O)NCCOc2cccc3cccnc23)c1 | i | 0.1 | i
O=S(=O)(c1ccc(S(=O)(=O)N2CCCC3(CCCCC3)C2)cc1)N1CCCCC1 | i | 0.3 | i
C1=C(CCNC2=NCCCCC2)CCCC1 | i | -0.1 | i
CCN(CC)C(=O)c1cn(C)c2ccc(S(=O)(=O)N(CC)CC)cc2c1=O | i | -1.4 | i
COc1ccc2[nH]c(C(=O)O)c(NS(=O)(=O)c3ccc(C)c(C)c3)c2c1 | i | 0.6 | i
O=C(CCc1nnc2ccc(NCCCN3CCCC3=O)nn12)NCc1ccccc1Cl | i | 1.1 | i
O=C(c1cnn2cccnc12)N1CCN(c2ccccc2)CC1 | i | 0.8 | i
CCOC(=O)c1c(C)oc(NC(=O)CCl)c1C(=O)OCC | i | -1.7 | i
O=C(Cn1nc(Cl)nc1Cl)c1cc2ccccc2oc1=O | i | -1.1 | i
CC(C)(C)c1ccc(C(=O)N2CCCC2c2cccs2)cc1 (stereo not given) | i | -0.9 | i

In a second layout: entries from further up
CCN(CC)C(=O)c1cn(C)c2ccc(S(=O)(=O)N(CC)CC)cc2c1=O
  CHT block: i
  STK33 kinase inh: -1.4
  CHT allo act: i

COc1ccc2[nH]c(C(=O)O)c(NS(=O)(=O)c3ccc(C)c(C)c3)c2c1
  CHT block: i
  STK33 kinase inh: 0.6
  CHT allo act: i

O=C(CCc1nnc2ccc(NCCCN3CCCC3=O)nn12)NCc1ccccc1Cl
  CHT block: i
  STK33 kinase inh: 1.1
  CHT allo act: i

O=C(c1cnn2cccnc12)N1CCN(c2ccccc2)CC1
  CHT block: i
  STK33 kinase inh: 0.8
  CHT allo act: i

(next part)
SMILES | CHT block | STK33 kinase inh | CHT allo act
CC1C(=O)N2CCCc3cc(NC(=O)c4ccccc4Br)cc1c32 (stereo not given) | i | -0.8 | i
CCC(CC(C)(C)O)C(=O)NNC(=S)Nc1ccccc1 (stereo not given) | i | -2.1 | i
CC(/C=N/NC(=O)c1c(Br)cnn1C)=C\c1ccccc1 | i | -0.6 | i
COc1ccc(Cc2nnc(SCC(=O)N3CCN(c4ccccc4)CC3)o2)cc1 | i | -0.6 | i
CC1(C)Cc2c(C#N)c(OCC(=O)c3ccc(Cl)cc3)nc(-c3ccoc3)c2CO1 | i | -1.0 | i
Cc1ccc(C)c(NC2=NCC(=O)N2c2ccc3c(c2)OCCO3)c1 | i | -2.0 | i
CCOc1ccc(NC(=O)Nc2cc(C(=O)O)ccc2N2CC3CC(C2)c2cccc(=O)n2C3)cc1 (stereo not given) | i | 0.9 | i
COCCn1c(SCc2nc3ccccc3s2)nc2ccccc21 | i | -1.7 | i
Cc1ccc(-n2c(=O)cc(N3CC(C)CC(C)C3)[nH]c2=O)cc1 (stereo not given) | i | 0.1 | i
CCO/C([O-])=N/c1c[n+](N2CCOCC2)no1 | i | -3.2&-4.2 | i
O=C(CCl)NNc1nc(-c2ccccc2)c2cc(Cl)ccc2n1 | i | -1.4 | i
O=C(c1cc(COc2ccc(F)cc2Cl)on1)N1C[C@H]2CC[C@H]1C2 | i | -1.0 | i
O=C(CCS(=O)(=O)c1ccc(Br)cc1)N1CCN(c2ccc(F)cc2)CC1 | i | -1.3 | i
COc1ccc(Cl)cc1NC(=O)C1(c2cccs2)CCOCC1 | i | -0.9 | i
CCn1c(SCC(=O)N/N=C(\C)c2ccco2)nnc1-c1ccccc1 | i | -1.3 | i
Cc1ccc(NC(=O)c2ccc(N/N=C/c3cccc(O)c3)c([N+](=O)[O-])c2)cc1 | i | -0.8 | i
CC(=O)NNC(=O)c1sc(=S)n2c1[nH]c(=O)c1sccc12 | i | -2.7 | i
O=C1c2ccccc2NC(c2ccccc2F)N1NS(=O)(=O)c1ccccc1 (stereo not given) | i | 7.5 | i
CC1CN(Cc2nc3c(c(=O)[nH]c(=O)n3C)n2CC(N)=O)CC(C)O1 (stereo not given) | i | 0.7 | i
CN(C=[N+](C)C)c1cccc2c1C(=O)c1ccccc1C2=O | i | 24 | i
CCC(C(=O)NC(C)(C)C)N(C(=O)Cn1nnc(-c2cccs2)n1)c1cnc2ccccc2c1 (stereo not given) | i | -0.5 | i
O=S(=O)(c1ccccc1)c1cnc(-c2cccnc2)nc1-c1ccc(Cl)c(Cl)c1 | i | -0.6 | i
CCNC(=O)c1c(O)c2c([nH]c1=O)CCCC2 | i | -0.9 | i
COc1ccc(C/C(C)=N/NC(=S)Nc2ccccc2F)cc1 | i | -1.7 | i
CCCCN1CC[C@H]2C=CC[C@@H](C(=O)Nc3ccc(Cl)cc3Cl)[C@H]2C1=O | i | -1.8 | i

More entries follow.
SMILES | CHT block | STK33 kinase inh | CHT allo act
O=[N+]([O-])c1ccc(O)c(/C=N/Nc2ccccc2[N+](=O)[O-])c1 | i | 0.2 | i
COc1ccc(CNn2c(-c3cccc(C)c3)nc3ccccc3c2=O)cc1OC | i | -1.2 | i
COc1ccc(NC(=O)CC(=O)Nc2ccc(OC)cc2)cc1 | i | -0.9 | i
CCC(=O)OCC(=O)Nc1ccc2c(c1)OCO2 | i | -1.5 | i
Cc1nn(-c2ccccc2)c(Cl)c1C(=O)N1CCN(c2ncnc3c2cnn3-c2ccccc2)CC1 | i | -1.9 | i
COc1cc(C(=O)OCC(=O)Nc2cccc(S(=O)(=O)N3CCCC3)c2)ccc1OCC(C)C | i | 0.0 | i
O=C(NCc1ccccn1)c1ccc(NS(=O)(=O)c2cccc(Cl)c2)cc1 | i | 3.3 | i
Cc1ccccc1NC(=O)COC(=O)c1ccccc1SCC(=O)N1CCCC1 | i | -1.5 | i
CC(=O)Oc1ccc(/C=N/NS(=O)(=O)c2ccc(C)cc2)c(OC(C)=O)c1 | i | -2.3 | i
O=C(C(=O)N1CCCc2ccccc21)c1cn(CC(=O)N2CCOCC2)c2ccccc12 | i | -0.7 | i
CSc1nc2ccc(NS(=O)(=O)c3ccccc3F)cc2s1 | i | -0.7 | i
Cc1ccc(N(CN2CCCC2=O)C(=O)c2ccc(C)c(C)c2)cc1 | i | -0.3 | i
CCSCc1nnc(SCC(=O)Nc2ccc(F)cc2)n1CC | i | -0.2 | i
O=C(CSc1nnc(-c2ccco2)n1Cc1ccco1)NCc1cccs1 | -5.3* | 0.1 | i
Cc1nn(CCC#N)c2[nH]c(=O)cc(C(F)(F)F)c12 | i | -1.8 | i
O=C(O)CCCC(=O)NS(=O)(=O)c1ccc(Cl)cc1 | i | 0.4 | i
